Source: PubChem BioAssay
Yfh1-depleted yeast = enhancers of respiration in Yfh1-depleted yeast, dose response, Friedreich's ataxia, plus single-dose screen (AID 1465) | S. cerevisiae Yfh1-off respiration, WST-1 reduction, 72 h; higher fold induction means a stronger effect | fold induction at 50 µM; hits with a dose series show EC50 in µM | 220,000 compounds, 0.074% hits;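 active = fold induction of absorbance versus untreated yeast above a set limit, then at least 30% activation at any dose in follow-up; inconclusive = repeats straddling the limit, or above it without dose testing; inactive = fold induction below the set limit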;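 also: activators that raise dye reduction in frataxin-depleted yeast; strong numbers were not always called active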
HIV peptide binding = inhibitors of HIV fusion peptide binding, primary screen, biochemical, uHTS, fluorescence dequenching (AID 1986). 290,000 compounds, 0.3% hits. cell-free peptide binding, fluorescence dequenching, 30 min; higher % means a stronger effect. one-dose inhibition, % at 20 µM; IC50 in µM for titrated hits; in the data active = inhibition mostly above about 52%, no sharp cut-off; inactive = mostly below about 76%; also: some results filed as inactive read as strong as hits
AID2073 = disruptors of CaV2.2 binding to Mint1 – biochemical, HTRF (AID 2073). HTRF protein-protein interaction, Mint1-CaV2.2; higher % means a stronger effect. one-dose inhibition, % at 20 µM; IC50 in µM for titrated hits. 290,000 compounds, 0.19% hits; in the data active = inhibition mostly above about 51%, no sharp cut-off; inconclusive = no clear call, values can overlap the other calls; inactive = mostly below about 53%; also: some results filed as inactive read as strong as hits
Insulin prom up = MIN6 insulin promoter up-regulation; z-score at 5 µM; 190,000 compounds, 0.3% hits; MIN6 insulin promoter-GFP reporter, high-content imaging; stronger effect = higher value; AID 1625;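 active = z-score above 3 at 5 µM with at least 500 cells counted in the well; inconclusive = wells under 500 cells, flagged as cytotoxic or low count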
Autophagy mod = modulators of autophagy; MEF GFP-LC3 puncta imaging; test concentration mostly 10 µM; calls only at 10 µM (by protocol); 190,000 compounds, 0.98% hits; AID 463193;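 active = percentage of spot-positive cells more than 3 SD above its plate mean, without a fluorescence outlier flag or 80% toxicity; inconclusive = no clear call, values can overlap the other calls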;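 also: spot-positive cell cutoff set from DMSO-treated cells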
WT yeast gro inh = growth inhibition of WT yeast, mitochondrial fusion screen | 190,000 compounds, 2.1% hits | mitochondrial fusion phenotypic screen, WT strain | inhibition, % at 10 µM; in the data active = inhibition above about 58%; tested in S. cerevisiae
Dynein transport = blocks dynein driven cargo transport along microtubules; 3617.4 mouse cells, GR-EGFP nuclear translocation imaging; test concentration mostly 20 µM; stimulated with dexamethasone, 1 µM; stronger effect = lower value; z-score, hits read low; 220,000 compounds, 0.47% hits; AID 1381;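 active = plate z-score of nuclear minus cytoplasmic receptor signal below a set negative limit, without overly bright fluorescence or cell loss, cut at about -3.5 in these data, passing the limit was not always enough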;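 also: z-score of nuclear minus cytoplasmic ring GR-EGFP intensity difference per well; some compounds called inactive have numbers as strong as hits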
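Buffer or medium: tet-free, stripped-serum medium; reagent: dexamethasone at 1.0 µM final, 30 min; incubation: 48 h induction, 1 h compound, 30 min dex at 37 °C; measured by: formaldehyde fixation, Hoechst nuclear stain, 10x automated fluorescence imaging; read-out: nuclear-to-cytoplasmic GR-EGFP distribution per well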
bCat nuc transl = beta-catenin nuclear translocation modulation. HeLa beta-catenin nuclear translocation, immunofluorescence imaging. nuclear translocation activity, % at 5 µM. 190,000 compounds, 0.3% hits. AID 1665;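 active = nuclear translocation activity above 50% at 5 µM, with a well cell count of 50 or more; inconclusive = wells under 50 cells across six images, flagged as toxic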;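 also: per-cell ratio of nuclear to cytoplasmic median beta-catenin stain intensity; plate controls were DMSO negative control for no effect and GSK-3 inhibitor IX positive control for full effect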
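Test system: human HeLa cells, endogenous beta-catenin. Times: 24 h compound exposure, 37°C. Measured by: beta-catenin immunofluorescence imaging with DAPI.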
MT stabilizer = microtubule stabilizers in HeLa cells | HeLa tubulin immunostaining HCS, 24 h; share of cells brighter than vehicle mean+2SD | % tubulin-high responders, % at 10 µM | 200,000 compounds, 0.83% hits | AID 2205;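 active = plate Z-score above 3 for both tubulin-high and condensed-nucleus cell shares, with cell loss under 80%, at 10 µM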;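 also: anti alpha tubulin signal scored within the nucleus-defined area of each cell; some results filed as inactive read as strong as hits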
WT yeast gro inh mutant strain = recorded beside WT yeast gro inh, whose call it bears; inhibition, %; mitochondrial fusion phenotypic screen, mutant strain inhibition
Dynein transport cytoplasmic EGFP = also measured in Dynein transport; calls as there; z-score; measured here: cytoplasmic GR-EGFP intensity; stronger effect = higher value
Dynein transport nuclear GR-EGFP = recorded beside Dynein transport, whose call it bears; z-score; measured here: nuclear GR-EGFP intensity;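 lower value marks the stronger effect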
Dynein transport cell count = recorded beside Dynein transport, whose call it bears; z-score; measured here: cell count per field
Insulin prom up cell count = also measured in Insulin prom up; calls as there; cell count; measured here: cytotoxicity, nuclei count;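 total cells summed across four imaged fields per well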
bCat nuc transl cell count 5 µM = recorded beside bCat nuc transl, whose call it bears; cell count; measured here: cell count, cytotoxicity flag
MT stabilizer Hoechst-high % = further read-out of MT stabilizer, marked with its call; % Hoechst-high responders; measured here: nuclear condensation Hoechst responders;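 share of cells brighter than vehicle mean plus two SD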
MT stabilizer cytotoxicity % = further read-out of MT stabilizer, marked with its call; toxicity, %; measured here: cytotoxicity by cell density;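 0% = mean cell density of plate MIN control wells and 100% = no cells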
Autophagy mod cell loss 18 h = recorded beside Autophagy mod, whose call it bears; toxicity, %; measured here: cell loss, nuclei count;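 cell loss after 18 h compound exposure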
* = called active by the depositor; i = inactive; ? = inconclusive; nt = no result given.

SMILES | Yfh1-depleted yeast | HIV peptide binding | AID2073 | Insulin prom up | Insulin prom up cell count | Autophagy mod | Autophagy mod cell loss 18 h | WT yeast gro inh | WT yeast gro inh mutant strain | Dynein transport | Dynein transport cytoplasmic EGFP | Dynein transport nuclear GR-EGFP | Dynein transport cell count | bCat nuc transl | bCat nuc transl cell count 5 µM | MT stabilizer | MT stabilizer Hoechst-high % | MT stabilizer cytotoxicity %
COC(=O)c1ccc(-c2sc3nc(N4CCOCC4)c4c(c3c2N)CCCC4)o1 | i | -0.7% | 16.0% | -0.16 | 826 | i | 14.2 | 62.1* | 1.8* | -0.806 | 2.82 | 0.143 | 0.649 | -2.5 | 1212 | i | nt | 100.0
Fc1ccccc1N1CCN(Cc2nc(-c3ccccc3)no2)CC1 | i | 0.4% | 1.9% | nt | nt | i | -3.6 | 10.9 | -13.6 | 0.0482 | -0.267 | -0.159 | 0.397 | nt | nt | 2.3 | 1.3 | 0.4
COC(=O)c1sc2ccccc2c1-n1cccc1C(=O)C(=O)Nc1ccc(Cl)cc1 | i | 2.6% | 2.9% | nt | nt | i | -4.9 | 40.4 | 18.2 | -0.397 | -0.145 | -0.789 | 0.0391 | nt | nt | 40.4* | 16.7* | 32.8*
O=C(O)c1cccnc1SC1CC(=O)N(c2cccc(C(F)(F)F)c2)C1=O (stereo not drawn) | i | 0.4% | -1.0% | -0.52 | 1852 | i | 13.6 | 13.4 | 9.4 | -0.294 | 0.295 | -0.0114 | -0.371 | -0.8 | 1045 | 5.5 | 3.0 | 5.2
CCOc1ccccc1C(=O)n1nc2nc(C)cc(C)c2c1N | i | 0.1% | 6.5% | 0.03 | 1271 | i | 48.5 | -4.3 | -2.1 | -0.421 | -0.279 | 0.184 | 0.827 | -1.4 | 763 | 2.1 | 4.4 | 15.8
COC(=O)c1ccc(NC(=O)c2cc(Cl)ccc2OC)cc1 | i | 4.3% | ? | 0.4 | 1534 | i | -8.4 | 3.2 | -0.6 | -0.358 | -0.166 | 0.0306 | 0.392 | -1.8 | 1002 | 3.2 | 1.5 | 5.6
CCOC(=O)N1CCC(NC(=O)Cn2cccc2C(=O)c2ccccc2)CC1 | i | 2.3% | 13.8% | 0.19 | 1086 | i | -3.0 | -11.9 | 15.4 | -0.00842 | -0.21 | 0.181 | 0.0384 | -2.6 | 899 | 1.2 | 2.4 | 9.5
CCN1CCN(c2cc(C)c3cc(NC(=O)c4ccncc4)ccc3n2)CC1 | i | 1.3% | 3.3% | -1.89 | 1005 | i | -2.0 | 7.8 | 3.8 | 0.644 | 0.0655 | 0.571 | -0.886 | 0.7 | 1215 | 1.9 | 2.7 | 2.3
CCOc1[nH]n(-c2ccccc2)c(=O)c1C=Nc1ccc(C)cc1 | i | -0.7% | 8.6% | -0.96 | 1267 | i | 2.3 | 2.4 | 9.9 | 0.13 | -0.337 | 0.115 | 0.139 | -2.1 | 1116 | 11.2 | 1.8 | 10.4
CC(C)OC(=O)CSc1nnc(-c2ccccn2)n1-c1ccccc1 | i | -0.7% | 14.0% | 0.23 | 1222 | i | -0.5 | 5.2 | -12.3 | 4.92 | -0.14 | 2.08 | -1.91 | 0.4 | 1016 | 3.1 | 1.1 | 3.4
COc1ccc2[nH]c(=O)c(CN(C(=O)c3cccnc3)c3ccc(C)cc3C)cc2c1 | i | 1.0% | -3.2% | 0.2 | 1162 | nt | nt | nt | nt | 0.315 | -0.266 | -0.258 | 0.506 | -0.8 | 1281 | nt | nt | nt
O=C(CNC(=S)NC(=O)c1ccco1)c1ccccc1 | i | -1.0% | -18.0% | 0.28 | 1525 | i | -4.6 | 14.9 | -9.0 | 2.22 | -0.192 | 0.683 | -0.931 | 0.5 | 1345 | 2.0 | 1.6 | 4.9
N#Cc1ccccc1NC(=O)c1ccc(-c2ccccc2Cl)o1 | i | -1.2% | 2.6% | 1.32 | 1252 | i | -3.2 | -8.3 | -2.0 | -0.0594 | -0.213 | -0.000375 | 0.835 | 2.0 | 979 | 2.9 | 2.1 | 1.4
COc1ccc(-c2[nH]ncc2CN2CCCO2)cc1F | i | -0.1% | 10.0% | 0.28 | 1468 | i | 20.9 | 20.1 | 1.6 | -0.85 | -0.288 | -0.226 | 0.437 | 0.1 | 997 | 3.3 | 1.7 | 2.2
CCOC(=O)c1sc2nc(C)nc(NCc3cccnc3)c2c1C | i | 4.0% | 17.9% | -0.99 | 1334 | i | 5.7 | -1.1 | 0.7 | 0.118 | -0.288 | 0.383 | -0.0489 | 2.2 | 1103 | 2.4 | 2.9 | 9.3
CCC(C)(C)NC(=O)c1ccc(Br)o1 | i | -1.4% | 5.9% | -0.03 | 1173 | i | -20.8 | -27.6 | -22.8 | 0.339 | -0.296 | -0.00757 | 0.0369 | -0.2 | 538 | 1.5 | 3.2 | 10.7
O=C(O)c1ccccc1C(=O)c1ccc2c(c1)N(Cc1cccc(F)c1)C(=O)CO2 | i | -0.6% | -6.5% | -0.24 | 1570 | i | -22.6 | 4.1 | 3.3 | 0.273 | -0.262 | 0.306 | -0.0273 | -2.3 | 1010 | 2.4 | 1.1 | 9.3
COCCCNC(=O)COc1ccc(S(=O)(=O)NCc2ccccc2)cc1Cl | i | 1.3% | 4.3% | 0.01 | 1229 | i | 14.7 | 9.9 | 23.8 | 2.61 | -0.201 | 1.44 | -1.86 | nt | nt | 4.0 | 2.0 | 5.7
CCOc1ccc2cc(S(=O)(=O)n3ccnc3C)ccc2c1 | i | 2.8% | -19.8% | -0.08 | 1271 | i | 12.9 | 9.7 | 6.3 | -0.81 | -0.199 | -0.395 | 0.533 | 2.0 | 1116 | 1.4 | 2.2 | 16.2
CC1C(=O)N(Cc2ccc([N+](=O)[O-])cc2)c2ccccc2N1C(=O)C1CC1 (stereo not drawn) | i | -0.2% | 6.7% | 0.22 | 1351 | i | 7.3 | 0.6 | 18.3 | -0.394 | -0.348 | -0.152 | 0.639 | -0.1 | 1078 | 3.0 | 2.7 | 1.8
CC(=O)Nc1ccccc1-c1nc2ccc(C(=O)N3CCN(c4cc(C)ccc4C)CC3)cc2[nH]c1=O | i | 0.5% | 0.0% | 0.46 | 1042 | i | 1.6 | -8.9 | -0.7 | -0.822 | -0.193 | -0.481 | 0.105 | nt | nt | 4.8 | 1.4 | 4.7
COCCNC(=O)CCCCCN1C(=O)CCC1=O | i | -2.7% | -3.3% | nt | nt | i | 1.2 | 11.2 | -5.8 | -0.875 | -0.181 | -0.514 | 0.6 | -1.4 | 1026 | 1.9 | 1.6 | 8.3
COc1ccc(Nc2nc(-c3ccccc3)nc3ccccc23)c(OC)c1 | i | -0.7% | 29.9% | -0.32 | 1330 | i | 14.9 | 33.1 | 29.7 | 2.7 | 0.0872 | 2.03 | -2.85 | -2.0 | 1113 | 2.6 | 2.3 | 4.8
CCC1=C2CC[C@H]3C(=O)N(CC(=O)OC)C(=O)[C@H]3[C@H]2[C@@]2(C)C(=NCC(=O)OC)OC(=O)N2C1=O | i | -2.0% | 11.8% | 2.12 | 805 | nt | nt | nt | nt | 2.73 | -0.166 | 1.63 | -1.75 | -3.0 | 1413 | nt | nt | nt
O=C(NC(=S)Nc1ccccc1N1CCOCC1)c1ccc(-c2cc(Cl)ccc2Cl)o1 | i | 2.3% | -1.7% | -0.35 | 1455 | i | -3.4 | -0.3 | 6.5 | -0.62 | -0.211 | -0.503 | 0.183 | -1.3 | 1056 | 5.5 | 2.2 | 4.4
C#CCn1c(=NC(=O)CSC(C)=O)sc2cc(F)ccc21 | i | 0.1% | 15.2% | -0.23 | 1442 | i | 16.9 | -2.4 | 8.7 | -0.168 | -0.259 | 0.226 | -0.0498 | -1.4 | 997 | 3.2 | 2.0 | 5.8
CCC(=O)NNc1ncnc2c1cnn2-c1cccc(C)c1 | i | 1.2% | 4.7% | -0.41 | 1190 | i | -3.6 | 12.0 | -4.3 | 0.974 | -0.227 | 0.617 | 0.0339 | -1.5 | 1111 | 2.4 | 2.0 | 1.1
O=c1[nH]c2ccc(NC(=S)NCc3ccccc3)cc2[nH]1 | i | -2.0% | -36.2% | 0.58 | 852 | nt | nt | nt | nt | 1.56 | -0.0571 | 1.8 | -2.2 | -0.9 | 1339 | nt | nt | nt
Cn1c(SCc2nc3ccccc3c(=O)[nH]2)nnc1-c1ccco1 | i | -1.8% | 21.6% | nt | nt | i | 8.5 | 2.2 | 12.1 | -0.539 | -0.245 | -0.429 | 1.53 | 0.3 | 1031 | 3.6 | 2.2 | 6.4
C#CCn1c(=NC(=O)c2cc(Cl)sc2Cl)sc2cc(S(N)(=O)=O)ccc21 | i | 4.2% | 45.2% | -1.32 | 1096 | i | -8.0 | 23.1 | -11.4 | 0.285 | -0.23 | -0.0332 | -0.45 | 0.9 | 906 | 4.2 | 2.6 | 0.1
C/C(O)=C(\N=Nc1cc(C)ccc1O)C(N)=O | i | 1.0% | 8.6% | 1.33 | 1461 | i | 10.5 | -11.7 | -9.0 | -1.19 | 0.28 | -0.437 | 1.09 | 1.3 | 1037 | 3.3 | 1.6 | 10.6
